IL1B secr inh: inhibitors of inflammasome signaling (IL-1 beta secretion). THP-1 LPS/ATP IL-1B secretion, AlphaLISA, 16 h; stronger effect = lower value. activity change, % at 57.5 µM. 360,000 tested, 4.7% active; in the data active means activity change below about -50%; inconclusive means mostly about -30% to -49%; further: on the % scale 0 is the no-effect control and ±100 the full control effect
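THP-1 cells pretreated 1 hr with compounds (up to 57.5 uM final), then stimulated with LPS (250 ng/mL final) plus ATP (1.25 mM final); secreted IL-1B measured by AlphaLISA after 16 hr, decreased signal indicating inhibition.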
KB-V1 MDR tox: KB-V1 MDR subline cytotoxicity; KB-V1 MDR cells viability, CellTiter-Glo, 72 h; Potency, µM (highest dose often 46.1 µM), for the others: at the highest dose activity change, negative = cytotoxicity, actives largely listed as cytotoxic; 400,000 tested, 3.4% active; AID 1347076; further: potency means the concentration at half of the fitted maximal effect; on the % scale 0 is the no-effect control and ±100 the full control effect; nearly all actives have a fitted effect of over 60% in size
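Drug-selected KB-V1 cells, grown in DMEM lacking phenol red with 10% FBS, receive compound titrations; after three days at 37 degrees C, surviving cell ATP is quantified by CellTiter-Glo luminescence and responses normalized and curve-fitted.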
HT1080 IDH1KD tx: toxicity to HT-1080 IDH1 knockdown cells (counter line) | AID 686971 | HT-1080 IDH1 knockdown viability, ATP luminescence, 48 h | 360,000 tested, 2% active | Potency, µM (highest dose often 46.1 µM), without a hit: at the highest dose activity, negative = toxicity, hits mostly cytotoxic;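 further: potency means the concentration at half of the fitted maximal effect; 0% = DMSO wells and -100% = cell-free medium wells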
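HT-1080-IDH1KD cells (IDH1 knocked down), 750/well in RPMI with 5% FBS, treated with compound 48 h at 37 degrees C. Viability by CellTiter-Glo luminescence, normalised to DMSO and no-cell wells; concentration-response curves classed.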
ATXN2 expr inh: inhibitors of ATXN2 expression; HEK-293 ATXN2-luciferase reporter, luminescence, 24 h; Potency, µM (doses to about 57 µM), for the others: at the highest dose activity change, negative = inhibition, hits mostly inhibitors; AID 1745845; 360,000 tested, 0.72% active; further: potency means the concentration at half of the fitted maximal effect; on the % scale 0 is the no-effect control and ±100 the full control effect; nearly all actives have a fitted effect of over 55% in size
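qHTS (up to 57 uM final) was run with 24 h compound exposure of reporter cells at 37 °C. Each well was multiplexed: SteadyGlo luminescence measured ATXN2-luciferase expression after a fluorogenic Gly-Phe-AFC viability readout (25 uM final).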
MCF10A rerep: induces DNA re-replication in MCF 10a normal breast cells; Potency, µM (highest dose often 46.1 µM), inactives show at the top dose activity, positive = re-replication, usual class: activators; AID 624296; 350,000 tested, 2.9% active; MCF 10A DNA re-replication, Hoechst nuclear intensity, 48 h; further: potency means the concentration at half of the fitted maximal effect; % of control where 0% means no effect; nearly all actives have a fitted effect of over 50% in size
HT1080NT lethal: kills 2HG-producing HT-1080-NT fibrosarcoma cells; HT-1080-NT fibrosarcoma viability, CellTiter-Glo ATP luminescence, 48 h; 360,000 tested, 1.6% active; Potency, µM (series often up to 46.1 µM), for inactives: top-dose activity, negative = less viability, usual class: cytotoxic;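 further: NT is the 2HG producing partner of a matched IDH1 knockdown line; potency means the concentration at half of the fitted maximal effect; 0% = DMSO-treated cells and -100% = media-only wells without cells; nearly all actives have a fitted effect of over 55% in size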
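HT-1080-NT; 750 cells/well; 5% FBS RPMI; 48 h compound, 37 degrees C; CellTiter-Glo luminescence; curve fitting and curve-class assignment.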
WRN helicase inh: WRN helicase (human) inhibition. Q14191. WRN helicase unwinding, fluorescent forked duplex, kinetic. Potency, µM (doses to about 114 µM), for inactives: at the top dose activity change, negative = inhibition, hits mostly inhibitors. 360,000 tested, 0.46% active. AID 651768; further: potency means the concentration at half of the fitted maximal effect; on the % scale 0 is the no-effect control and ±100 the full control effect; nearly all actives have a fitted effect of over 55% in size
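Screening of the MLSMR collection measured strand separation of a quenched forked DNA duplex (100 nM) by 20 nM WRN with 2 mM ATP, all final. Compounds were preincubated with enzyme 15 min at room temperature.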
KB-3-1 tox: KB-3-1 parental cell cytotoxicity; KB-3-1 viability, CellTiter-Glo ATP luminescence, 72 h; Potency, µM (highest dose often 46.1 µM), for the others: at the top dose activity change, negative = cytotoxic, actives largely listed as cytotoxic; 400,000 tested, 1.4% active; AID 1347075; further: potency means the concentration at half of the fitted maximal effect; on the % scale 0 is the no-effect control and ±100 the full control effect; nearly all actives have a fitted effect of over 60% in size
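Viability of parental KB-3-1 cells, measured by CellTiter-Glo luminescence, followed a 72 h incubation at 37 °C with pinned compounds in phenol-red-free DMEM containing 10% FBS.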
SW480 rereplic: induces DNA re-replication in SW480 colon adenocarcinoma cells; SW480 DNA re-replication, Hoechst DNA content imaging, 48 h; Potency, µM (series often up to 46.1 µM), for inactives: at the highest dose re-replication activation, hits mostly activators; 340,000 tested, 1.8% active; AID 624297; further: potency means the concentration at half of the fitted maximal effect; % of control where 0% means no effect; nearly all actives have a fitted effect of over 55% in size
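Hoechst fluorescence of nuclei (405 nm excitation, 500-530 nm emission) measured by plate-scanning imager after 48 hr compound exposure at 37 C; re-replication scored as increased number of nuclei with elevated intensity.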
An asterisk follows results filed as active; i = inactive; ? = inconclusive; . = no result given; [ ] = remark or other dose. Unless noted, the call rests on the fitted dose curve; in most records, active means well fitted curve in the direction sought with a large enough effect; inconclusive means small, poorly fitted or top-dose-only effect, or another doubt; inactive means no such curve, though single readings can be large; an effect the other way counts as inactive or inconclusive.

SMILES	IL1B secr inh	KB-V1 MDR tox	HT1080 IDH1KD tx	ATXN2 expr inh	MCF10A rerep	HT1080NT lethal	WRN helicase inh	KB-3-1 tox	SW480 rereplic
COc1ccc(/C(N)=N/OC(=O)c2ccc(C)c([N+](=O)[O-])c2)cc1OC	-6.4	10.8%	?	8.9%	-5.5%	?	9.2%	1.1%	-7.4%
Cc1[nH]c2ccccc2c1C(=O)CSc1ncn[nH]1	-11.9	3.9%	9.7%	1.4%	2.4%	2.4%	-11.2%	7.4%	5.6%
O=C1NC[C@H](CCCCN2C[C@H](Cc3ccc(O)cc3)N(CCc3ccccc3)C(=O)C2=O)N(CCc2ccccc2)C1=O	4.6	1.5%	4.1%	11.9%	.	4.0%	-5.6%	17.6%	.
CC12CCC(=O)N1C(C(=O)Nc1nc(-c3ccc(F)cc3)cs1)CS2 (stereo not drawn)	-2.1	7.8%	-14.8%	3.9%	-2.0%	-9.9%	-5.9%	5.2%	-4.6%
CC(C)c1ccccc1OCCCN1CCCC1	32.2	-8.8%	-6.2%	.	3.7%	-3.7%	-9.1%	-4.4%	-1.9%
CCc1nc2c(OCC(=O)c3ccc(Cl)cc3Cl)cccn2c1N(C)C(=O)COc1ccccc1	-25.5	-6.9%	?	0.0%	.	?	-10.0%	-0.1%	.
Clc1ccccc1-c1nnc2sc(C3COc4ccccc4O3)nn12 (stereo not drawn)	?	16.4µM*	?	7.8%	-3.3%	-2.3%	-10.1%	-2.1%	0.4%
CC(=O)N1CCN(S(=O)(=O)c2ccc3c(c2)CCC(=O)N3)CC1	8.2	?	-1.4%	9.6%	-2.6%	-9.5%[9.24 µM]	-0.7%	1.0%	-19.3%
O=S(=O)(/C=C/c1ccccc1)Oc1ccccc1	-88.9*	11.8%	?	-5.6%	?	?	-3.0%	?	?
Cc1csc(SC(C)C(=O)NCC2CCCO2)n1 (stereo not drawn)	14.5	7.2%	5.2%	1.4%	-1.3%	-8.5%	-24.5%	?	-8.7%
Oc1c(C(Nc2ccccn2)c2ccccn2)ccc2cccnc12 (stereo not drawn)	92.9	5.8µM*	8.2µM*	5.01µM*	?	?	-9.2%	14.6µM*	?
CC(Oc1ccccc1Cl)C(=O)Nc1ccc(S(=O)(=O)Nc2nccs2)cc1 (stereo not drawn)	-0.7	-10.2%	-6.7%	-13.5%	?	-3.6%	-10.1%	-1.2%	-208.5%
COc1ccc2[nH]c(=O)c(CN(Cc3cccnc3)Cc3nnnn3CC3CCCO3)cc2c1 (stereo not drawn)	-29.5	?	-0.2%	18.5%	-11.8%	3.6%	-9.6%	-2.9%	-4.0%
Clc1ccc2nc(-c3ccccc3)nc(C(Cl)Cl)c2c1	42.9	3.66µM*	7.31µM*	3.2%	?	4.61µM*	-7.8%	3.26µM*	?
COC(=O)CCCC1=CC2=C(c3ccccc3)C(=O)C(C)(OC(=O)C3CCCC3)C(=O)C2=CN1c1ccc(OC)cc1 (stereo not drawn)	4.0	18.3%	-1.7%	2.1%	-0.6%	19.3%	-0.7%	18.8%	2.8%
COc1ccc(NC(=S)N2CCCC2c2ccc(OC)c(OC)c2)cc1 (stereo not drawn)	19.8	0.0%	-9.9%	-29.4%	1.5%	12.9%	-7.6%	-16.7%	9.2%
CCn1cc(CN2CCc3c([nH]c4ccccc34)C2c2ccc(F)c(OC)c2)c(C)n1 (stereo not drawn)	-18.1	?	?	-15.1%[11.3 µM]	-1.2%	?	-10.7%	?	1.1%
Cc1noc(C)c1Cn1c(C)c(C(=O)NCc2ccc3c(c2)OCCO3)sc1=O	29.9	?	5.0%	11.8%	.	8.9%	10.2%[57.1 µM]	?	.
Cc1ccccc1CS(=O)(=O)c1cn(CC(=O)N2CCOCC2)c2ccccc12	1.0	-3.8%	4.7%	9.9%	1.9%	4.3%	-22.4%	-7.0%	-4.2%
CN(C)c1nc2n(c(=O)n1)CCO2	12.0	13.1%	-0.9%	-11.3%	-18.1%	2.4%	-14.1%	6.1%	-4.9%
COc1ccc(-c2cc(C(F)(F)F)nc(SCC(=O)Nc3cc(C)on3)n2)cc1	10.0	8.5%	3.9%	-6.0%	?	1.5%	-10.8%	-0.1%	28.3%
O=C(Cn1nc(-c2ccccc2)ccc1=O)NCCN1CCN(c2cccc(Cl)c2)CC1	-16.7	5.8µM*	?	-20.8%	-0.6%	-18.0%	-7.2%	-0.5%	-1.8%
COc1ccc2c(ccc[n+]2CC(=O)c2ccc(C)cc2)c1	-7.5	0.0%	-25.8%	-25.0%	5.3%	0.5%	0.2%	?	2.4%
CC(NC(=O)Cc1cccs1)C(c1cccs1)N1CCN(c2ccccc2F)CC1 (stereo not drawn)	-3.0	-18.1%	-3.3%	-12.0%	20.2%	?	-16.2%	-5.2%	12.8%
O=c1[nH]nc(Br)c(=O)n1C(c1ccccc1)c1ccccc1	-4.5	23.1µM*	-9.7%	-8.4%	-0.3%	-6.3%	2.9%	?	2.0%
COC(=O)c1ccc(Nc2cc(C)nc3ccccc23)cc1	-97.3*	?	20.6µM*	?	?	18.4µM*	3.8%	?	?
Cc1cc(N2CCN(S(=O)(=O)c3ccc(C)c(C)c3)CC2)c2ccccc2n1	-19.6	3.26µM*	?	-4.2%	10.3µM*	?	-10.6%	?	13.0%
CC1(C(=O)Nc2ccc(F)cc2F)CCN1C(=O)Cc1ccccc1 (stereo not drawn)	-5.3	10.4%	4.0%	-1.9%	.	20.1%	-0.4%	-0.4%	.
Cc1ccc(-c2nnc(N3CCCCCC3)c3ccccc23)cc1	.	?	0.5%	-8.8%	?	-8.1%	-7.0%	23.1µM*	9.5%
Cc1csc(NC(=O)Nc2ccccc2[N+](=O)[O-])n1	-5.8	-6.8%	-19.0%	64.6%[activator]	3.1%	-10.6%	-3.1%	4.2%	-7.6%
c1ccc(Oc2nc(NCc3ccco3)nc(NCc3ccco3)n2)cc1	-12.8	2.0%	-5.3%	-6.1%	0.6%	0.0%	-10.7%	19.4%	1.1%
CC(C)OC(=O)c1c(NC(=O)CCC(=O)O)sc2c1CCCCC2	14.5	-3.3%	0.4%	7.6%	?	2.7%	-6.0%	-2.6%	?
Cc1nc2ccccn2c1C(=O)N/N=C/c1ccc([N+](=O)[O-])cc1	32.7	?	3.9%	-6.6%	1.3%	11.0%	2.7%	-29.2%	0.4%
N#C/C(=C\c1ccc(/C=C(/C#N)c2nn(CCO)c(N)c2C#N)cc1)c1nn(CCO)c(N)c1C#N	0.0	-1.1%	-9.5%	-6.4%	1.1%	?	56.2µM*	?	.
CCOC(=O)CCc1c(C)c2ccc(O)cc2oc1=O	62.2	11.7%	11.0%	1.4%	-11.2%	12.9%	8.1%	8.3%	-2.4%
CC(C)CC(=O)Nc1nnc(SCC(=O)NCC2CCCO2)s1 (stereo not drawn)	i	4.5%	2.6%	1.6%	-13.8%	-2.4%	6.5%	-1.7%	-3.6%
Cc1csc(NC(=O)C2=NN(c3ccccc3)C(=O)CC2)n1	18.0	18.2%	1.7%	-3.7%	0.0%	6.8%	1.7%	7.0%	-147.9%[inhibitor]
Cc1ccc(S(=O)(=O)N2CCCCC2)cc1NC(=O)C1CC1	-12.7	2.8%	2.0%	-8.6%	2.3%	-1.6%	-28.7%	4.2%	-1.0%
CCOC(=O)c1[nH]c(C)c(C(=O)Nc2ccc(C)c(F)c2)c1C	40.4	2.91µM*	3.55µM*	-7.9%	11.6µM*	10µM*	1.0%	?	11.6µM*
CCSc1nnc(CNC(=O)c2ccccc2F)n1-c1ccccc1OC	5.0	-2.5%	1.9%	.	18.0%	12.8%	1.6%	-1.8%	-8.2%
c1ccc(-c2nnc(SCc3nnc(-c4cccs4)o3)o2)cc1	9.0	-20.5%	-5.3%	1.0%	-1.8%	-4.0%	0.1%	0.4%	0.8%
C/C(=N\NS(=O)(=O)c1ccc(C)c([N+](=O)[O-])c1)c1cc2ccccc2o1	1.2	1.2%	-3.1%	.	3.1%	1.2%	-11.5%	-15.7%	-9.7%
CN(CC(=O)NC1CCN(Cc2ccccc2)CC1)S(=O)(=O)c1ccc(Br)s1	-25.7	?	2.0%	-21.6%	13.9%	-0.8%	2.9%	23.1µM*	-5.7%
O=S(=O)(NC1CCCC1)c1ccccc1Br	19.8	-19.8%	2.2%	7.6%	-12.4%	4.6%	0.8%	-2.2%	-9.6%
CC12CCC(=O)N1C(C(=O)Nc1cc(C(F)(F)F)ccc1N1CCOCC1)CS2 (stereo not drawn)	-7.7	-25.2%	-0.7%	-4.6%	5.9%	-5.1%	0.1%	3.4%	-11.1%
Cc1cc(C)c2c(N)c(C(=O)N3CCCCCC3)sc2n1	-17.3	-0.2%	1.6%	14.4%	0.0%	7.8%	0.2%	3.5%	4.2%
COc1ccc(NC(=O)COC(=O)CCc2nc3ccccc3c(=O)[nH]2)cc1Cl	6.2	17.6%	6.9%	.	0.1%	-1.0%	4.9%	6.6%	-8.5%

Part of the list above, reformatted:
compound,IL1B secr inh,KB-V1 MDR tox,HT1080 IDH1KD tx,ATXN2 expr inh,MCF10A rerep,HT1080NT lethal,WRN helicase inh,KB-3-1 tox,SW480 rereplic
CC(C)OC(=O)c1c(NC(=O)CCC(=O)O)sc2c1CCCCC2,14.5,-3.3%,0.4%,7.6%,?,2.7%,-6.0%,-2.6%,?
Cc1nc2ccccn2c1C(=O)N/N=C/c1ccc([N+](=O)[O-])cc1,32.7,?,3.9%,-6.6%,1.3%,11.0%,2.7%,-29.2%,0.4%

Random draw from the library. About 12% of those tested had a hit in this group.
